# High-throughput results as filed in PubChem BioAssay.
# KCNK3 inh: human KCNK3 channel inhibitors, primary screen, CHO cells, FluxOR thallium flux, B-score | AID 602410, 2012 | FluxOR fluorescence; hits give low values | hit rate 0.84% among 340,000 | B-score at 10 µM | Potassium channel subfamily K member 3 (Homo sapiens), O14649;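 active means B-score under library mean minus 4 SD, starting fluorescence ratio at most library mean plus 5 SD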;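 further: more negative B-score means stronger inhibition of thallium flux through KCNK3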
# hERG rescue: hERG rescue from dofetilide block, primary screen, cell-based, CHO-hERG, FluxOR thallium flux, dofetilide IC70; AID 1511, 2009; hit rate 0.51% among 310,000; Voltage-gated inwardly rectifying potassium channel KCNH2 (Homo sapiens), Q12809; dofetilide IC70 present; activation (rescue from dofetilide block), less the hit threshold, % at 10 µM;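 active means activation above the mean of controls blocked by dofetilide plus 5 SD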;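 further: thallium influx through hERG after potassium depolarization seen as dye fluorescence rise; in these data hits start at about 4.7%; inactives centre near -7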
# KCNQ1 block: inhibitors of human KCNQ1 channel, primary screen, cell-based, thallium flux, high-throughput | Potassium voltage-gated channel subfamily KQT member 1 (Homo sapiens), P51787 | CHO-K1 KCNQ1, FluxOR thallium flux fluorescence; hits give high values | B-score at 10 µM | hit rate 1.3% among 310,000 | AID 2642, 2010;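 active means compounds whose thallium flux B-score, printed positive for inhibition, exceeds three library SD while starting fluorescence stays within three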;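 further: channel opened by potassium depolarization with thallium stimulus after 20 min compound exposure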
# Target sequence (P51787 whole entry, looked up): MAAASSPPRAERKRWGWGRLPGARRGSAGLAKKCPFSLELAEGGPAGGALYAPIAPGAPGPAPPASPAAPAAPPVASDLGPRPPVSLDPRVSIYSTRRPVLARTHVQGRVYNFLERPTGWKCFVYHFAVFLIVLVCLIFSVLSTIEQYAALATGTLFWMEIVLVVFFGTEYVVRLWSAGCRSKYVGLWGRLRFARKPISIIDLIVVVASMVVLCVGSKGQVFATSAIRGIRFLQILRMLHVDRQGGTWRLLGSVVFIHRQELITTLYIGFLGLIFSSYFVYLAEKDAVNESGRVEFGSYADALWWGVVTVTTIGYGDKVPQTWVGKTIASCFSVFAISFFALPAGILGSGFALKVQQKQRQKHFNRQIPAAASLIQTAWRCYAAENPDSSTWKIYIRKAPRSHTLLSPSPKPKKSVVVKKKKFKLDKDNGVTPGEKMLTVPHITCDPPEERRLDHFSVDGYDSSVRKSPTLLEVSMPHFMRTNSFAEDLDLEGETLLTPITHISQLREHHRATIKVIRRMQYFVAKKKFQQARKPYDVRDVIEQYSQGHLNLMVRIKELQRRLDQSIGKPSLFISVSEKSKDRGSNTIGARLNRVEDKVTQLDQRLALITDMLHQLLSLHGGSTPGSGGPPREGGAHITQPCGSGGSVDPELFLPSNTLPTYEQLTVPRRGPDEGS
# GSK3 alpha inh: blockers of GSK3A enzyme activity – biochemical, luminescence, cell-free homogeneous, HTS, primary screen. Glycogen synthase kinase-3 alpha (Homo sapiens), P49840. GSK-3 alpha kinase, ADP-Glo luminescence, 60 min. inhibition, % at 10 µM. hit rate 0.1% among 320,000. AID 2650, 2010;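 in the data active means inhibition above about 50%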;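 further: GST-tagged GSK-3 alpha with peptide substrate and 25 µM ATP; 0% = DMSO neutral wells and 100% = GW8510 positive control wells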
# KCNQ1 act: potentiators or activators of KCNQ1 channel, primary screen, cell-based, thallium flux, high-throughput; CHO-K1 KCNQ1, thallium flux FluxOR fluorescence; hits give high values; B-score at 10 µM; Potassium voltage-gated channel subfamily KQT member 1 (Homo sapiens), P51787; hit rate 0.35% among 310,000; AID 2648, 2010;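 active means fluorescence ratio B-score, a plate-corrected score, at least three library SD, with initial intensity B-score within 5 SD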
#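 Medium – assay buffer, equal DMSO in all wells · Material – CHO-K1 cell line with stable KCNQ1 potassium channel expression · Signal – kinetic FluxOR thallium fluorescence, 10-s 1-Hz baseline, 110-s post-stimulus read · Compound – single concentration per compound, DMSO matched to controls · Schedule – 37 °C overnight plating, 90-min dark dye load, 20-min compound pretreatment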
# RGS4 inh: RGS4 inhibitors, primary screen, cell-based, HEK293 M3R inducible RGS4, calcium flux. Regulator of G-protein signaling 4 (Homo sapiens), P49798. hit rate 0.45% among 310,000. Fluo-4 calcium flux; hits give high values; triggered by carbachol at its EC20. AID 463165, 2010. B-score at 10 µM;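 active means B-score, a plate-corrected calcium signal, over three deviations above library mean, with baseline fluorescence within five deviations of library mean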;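 further: RGS4 expression induced by doxycycline in cells with stable M3 receptor; B-score is computed from the integrated fluorescence ratio over baseline after carbachol; higher B-score means a larger calcium signal and so more RGS4 inhibition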
# DYRK1A inh: rat Dyrk1A kinase inhibitors, primary screen, biochemical, single point, plate reader; Dual specificity tyrosine-phosphorylation-regulated kinase 1A (Rattus norvegicus), Q63470; inhibition, % at 12.5 µM; AID 504441, 2011; hit rate 0.43% among 310,000; ADP-Glo luminescence, NFATc1 peptide; in the data active means inhibition above about 50%;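 further: plate controls were vehicle with enzyme for no effect and no enzyme for full effect; many of its hits are not listed in these tables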
# PolyA inh: polyadenylation inhibitors in yeast reporter cells, primary screen, luminescence, S. cerevisiae. S. cerevisiae SKY197-pL101 polyadenylation reporter, beta-gal luminescence; efflux-impaired pdr1/pdr3 knockout yeast; score 100 = 6 SD above DMSO. calls only at 12 µM. hit rate 0.02% among 300,000;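 active means lowest replicate activity score at least 50, where 100 means six control SD above control mean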;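 further: yeast exposed to compound for 9 h at 30 °C; higher score means more reporter readthrough which indicates perturbed polyadenylation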
# RGS4 act: RGS4 potentiators or activators, primary screen, cell-based, HEK293 M3R inducible RGS4, calcium flux; B-score at 10 µM; carbachol calcium flux Fluo4; hits give low values; hit rate 0.92% among 310,000;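 active means B-score of the integrated calcium signal more than 4 SD below the library mean, with starting fluorescence not abnormally high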;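 further: negative B-score means reduced calcium response which marks RGS4 activation or potentiation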
#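 Assay system: HEK293 FlpIn-TREx cells, stable M3R, doxycycline-inducible RGS4 / Probe or stimulus: carbachol, ECmax concentration / Times: overnight RGS4 induction, 30 min dye load 37 °C, 20 min compound RT / Signal: kinetic calcium fluorescence imaging with Fluo4-AM dye, 2 µM / Measure: Agonist-evoked peak-minus-minimum fluorescence over baseline, integrated ratio, B score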
# KCNK9 block: KCNK9 potassium channel inhibitors, primary screen, HEK293 cells, thallium flux; FluxOR thallium flux fluorescence; hits give low values; AID 488922, 2010; Potassium channel subfamily K member 9 (Homo sapiens), Q9NPC2; hit rate 1.2% among 310,000; B-score at 10 µM;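 active means ratio B-score over 3 SD below the library mean, with starting fluorescence within 5 SD of its mean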;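 further: negative B-score means less thallium flux so channel inhibition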
# GSK3beta inhib: human GSK3beta kinase inhibitors, primary screen, biochemical, cell-free homogeneous, HTS | Glycogen synthase kinase-3 beta (Homo sapiens), P49841 | GST-GSK3beta kinase, ADP-Glo luminescence, 60 min; hits give low values | activity score (negative = inhibition), % at 10 µM | hit rate 0.038% among 300,000 | AID 2097, 2009;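 active means more than half of replicate wells score below -50%, meaning over 50% inhibition versus plate controls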;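 further: 0% = median DMSO wells and -100% = median GW8510 positive control wells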
# Target sequence (P49841 whole entry, looked up): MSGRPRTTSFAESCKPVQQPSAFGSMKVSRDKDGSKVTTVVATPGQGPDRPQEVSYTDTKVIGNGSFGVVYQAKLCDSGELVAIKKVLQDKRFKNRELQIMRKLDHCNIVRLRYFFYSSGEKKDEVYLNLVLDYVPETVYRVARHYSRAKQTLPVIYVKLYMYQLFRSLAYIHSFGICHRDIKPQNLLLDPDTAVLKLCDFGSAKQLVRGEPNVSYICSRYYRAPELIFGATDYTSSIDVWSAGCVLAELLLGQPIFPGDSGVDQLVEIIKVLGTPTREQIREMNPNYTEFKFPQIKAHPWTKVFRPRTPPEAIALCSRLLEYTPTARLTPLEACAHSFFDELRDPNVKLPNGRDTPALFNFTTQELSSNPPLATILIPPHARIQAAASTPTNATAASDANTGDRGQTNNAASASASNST
#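 Test system: GST-fused GSK3beta enzyme, cell-free | Quantity: 1.6 ng GST-GSK3beta enzyme per well | Reagent: 25 µM ATP with peptide substrate | Schedule: 60 min enzyme reaction, room temperature | Signal: Luminescent ADP-Glo measurement of ADP formed | Read-out basis: Score relative to plate controls | Control set: DMSO and 20 µM GW8510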
# An asterisk follows results filed as active; i = inactive; nt = not tested or not shown.
no.	SMILES	KCNK3 inh	hERG rescue	KCNQ1 block	GSK3 alpha inh	KCNQ1 act	RGS4 inh	DYRK1A inh	PolyA inh	RGS4 act	KCNK9 block	GSK3beta inhib
1	Cc1ccc(C)c(-c2csc(N/N=C/c3ccco3)n2)c1	-11.3*	-6.8	i	-5.3	i	i	0.5	i	i	-8.92*	0.6
2	CC(NS(=O)(=O)c1ccc(Br)cc1)C(=O)NC1CCCCCC1 (configuration not stated)	i	-6.5	i	nt	i	i	-10.8	i	i	i	0.4
3	COc1ccccc1NC(=O)c1ccc2c(c1)C(=O)N(c1ccccc1OC)C2=O	i	-7.1	i	-0.7	i	i	19.3	i	i	i	0.0
4	OC(c1ccccc1)(c1ccccc1)c1ncc[nH]1	i	-3.3	i	0.9	i	i	-6.7	i	i	i	1.3
5	O=C(O)c1ccc(-c2ccc(/C=c3/sc4nc5ccccc5n4c3=O)o2)cc1Cl	i	-27.3	i	-3.7	i	i	53.9*	i	i	i	0.1
6	Cc1cc(C)c(C(=O)N(C)CC2CCCN(CCc3ccccc3F)C2)o1 (configuration not stated)	i	-11.4	i	-2.8	i	i	8.3	i	i	i	2.2
7	CCC(=O)Nc1ccc(OCc2nnc3c4ccccc4c(C)nn23)cc1	i	-16.2	i	-2.0	i	i	nt	i	i	i	1.1
8	CCCc1cc(C(=O)Nc2ccc(CC)cc2)no1	i	-6.6	i	-1.5	i	i	-6.2	i	i	i	-0.9
9	O=S(=O)(Nc1cccc(-c2ccc(N3CCOCC3)nn2)c1)c1ccc(Cl)c(Cl)c1	i	-1.4	i	nt	i	i	-2.6	i	i	i	0.6
10	CC(=O)Nc1c(NC(C)(C)C)c2ccccc2oc1=O	i	-15.9	i	1.5	i	i	5.7	i	i	i	-2.2
11	NNC(=O)c1sc2cc(C(F)(F)F)cnc2c1-c1ccccn1	i	-4.6	i	0.3	i	i	-6.1	i	i	i	2.7
12	C/C(CS(=O)(=O)c1ccc(Cl)c(Cl)c1)=N/NC(N)=S	i	-10.5	i	-0.8	i	i	nt	i	i	i	nt
13	CC(=O)N(CCc1ccccc1)Cc1cc2ccc(C)c(C)c2[nH]c1=O	i	-15.9	i	-1.6	i	i	9.2	i	i	i	-0.3
14	C[N+](C)(C)CCNC(=O)c1c(O)c2c([nH]c1=O)CCCC2	i	4.9*	i	-0.9	i	i	1.3	i	i	i	0.7
15	CCOC(=O)N1CCN(C(=O)Nc2ccc3oc(C)nc3c2)CC1	i	2.1	i	-0.4	i	i	8.5	i	i	i	2.4
16	CCOc1ccc(-n2c(SCC(=O)NCc3ccco3)nc3ccccc3c2=O)cc1	i	-18.5	i	-0.5	i	i	-0.3	i	i	i	0.1
17	Cc1cc(C)c(NC(=O)CS(=O)CC(=O)N2CCN(c3cccc(C)c3C)CC2)c(C)c1 (configuration not stated)	i	-11.5	i	-0.5	i	i	-5.9	i	i	i	1.7
18	Cc1cccc2cc(C(c3nnnn3Cc3ccccc3)N3CCN(C)CC3)c(=O)[nH]c12 (configuration not stated)	i	-12.7	i	-0.4	i	i	16.7	i	i	i	1.9
19	CCOc1ccc(NC(=O)NNC(=O)c2ccc3ccccc3c2O)cc1	i	-9.8	i	-2.1	i	i	2.1	i	i	i	-0.4
20	O=C(CCn1c(=O)oc2ccccc21)Nc1cccc([N+](=O)[O-])c1	i	-4.3	i	0.2	i	i	-5.9	i	i	i	-3.9
21	O=C(CSCc1ccccc1)NNc1c(F)c(F)cc(F)c1F	i	0.0	i	-1.5	i	i	-3.8	i	i	i	0.3
22	COC(=O)/C(C#N)=C/c1c(N2CCCCCC2)nc2c(C)cccn2c1=O	i	-8.0	i	nt	i	i	-3.5	i	i	i	0.6
23	Cc1onc(-c2ccccc2Cl)c1C(=O)NCc1ccccc1	i	1.4	i	0.5	i	i	-1.0	i	i	i	-1.1
24	CCS(=O)(=O)N1CCC(C(=O)OCC(=O)c2ccc(Br)cc2)CC1	i	-10.9	i	-2.1	i	i	3.1	i	i	i	-0.7
25	O=C(c1ccccc1)c1ccc(OCC(O)CN2CCN(Cc3ccccc3)CC2)cc1 (configuration not stated)	i	-14.7	i	-2.3	i	i	5.9	i	i	i	-20.2
26	CN(C)S(=O)(=O)c1ccc(C(=O)NNC(=O)C2COc3ccccc3O2)cc1 (configuration not stated)	i	-2.6	i	0.6	i	i	0.2	i	i	i	-4.9
27	Cc1cc(C)cc(N(CC(=O)N2CCC(C)CC2)S(=O)(=O)c2ccccc2)c1	i	-19.8	i	6.6	i	i	-4.3	i	i	i	-0.6
28	CCOC(=O)N1CCN(C(=O)CSc2ccc3nnc(-c4ccccn4)n3n2)CC1	i	-3.9	i	-2.6	i	i	-6.8	i	i	i	2.8
29	CCCCCNS(=O)(=O)c1cc(C)ccc1OC	i	-3.8	i	-1.9	i	i	-2.6	i	i	i	1.7
30	CCN(CC)S(=O)(=O)c1ccc(N2CCCC2)c(NC(=O)c2ccc(N3CCCC3=O)cc2)c1	i	-16.7	i	-1.8	i	i	13.6	i	i	i	0.1
31	Cc1cc(C)n2nc(CC(=O)NCc3ccccc3Cl)nc2n1	i	-5.9	i	-0.5	i	i	-0.7	i	i	i	-1.7
32	CCCCc1cc(=O)oc2cc(C)cc(OCC(=O)Nc3cccnc3)c12	i	-3.3	i	-0.3	i	i	-3.3	i	i	i	-2.1
33	O=C(Nc1cccc(Cl)c1)c1ccc(OC(=S)N2CCOCC2)cc1	i	-13.7	i	4.0	i	i	8.0	i	i	i	-4.1
34	O=c1nc2c(O)cccn2c2c1c(=O)[nH]c1ccccc12	i	-3.6	i	nt	i	i	35.4	i	i	i	2.4
35	COCCCn1c(SCC(=O)Nc2ccc(NC(C)=O)cc2)nc2sc3c(c2c1=O)CCC3	i	-7.1	i	7.2	i	i	1.7	i	i	i	-1.5
36	CC(Oc1ccccc1F)C(=O)NNC(=O)CCNC(=O)c1ccco1 (configuration not stated)	i	-7.0	i	0.3	i	i	-4.5	i	i	i	2.1
37	Cc1ccc(COc2ccccc2C(=S)N2CCCC2)cc1	i	-7.8	i	-1.3	i	i	-4.0	i	i	i	-5.2
38	O=C(Nc1ccccc1N1CCCC1)C1CCN(C(=O)c2ccc(F)cc2)CC1	i	-9.8	i	-0.6	i	i	9.3	i	i	i	4.6
39	CC(C)C(NC(=O)OCc1ccccc1)C(=O)N1CCOCCOCCOCC1 (configuration not stated)	i	-10.2	i	0.5	i	i	-2.8	i	i	i	1.9
40	COc1cc(SC#N)ccc1N=Cc1c(C)[nH]n(-c2ccc(C)cc2C)c1=O	i	-9.8	i	0.4	i	i	10.9	i	i	i	7.5
41	COc1ccc(NS(=O)(=O)c2ccc(NC(C)=O)cc2)c(OC)c1	i	-6.3	i	-0.4	i	i	-3.2	i	i	i	-0.6
42	O=C(NCCc1ccccc1)c1ccc(CS(=O)(=O)Cc2ccc(F)cc2)o1	i	-8.0	i	-0.6	i	i	-0.3	i	i	i	2.9
43	Cc1cc(N(CCO)CCO)nc(-n2nc(C)cc2C)n1	i	-1.0	i	-0.5	i	i	-6.4	i	i	i	3.3
44	C=CCN1C(=O)C(O)(CC(=O)c2ccc(-n3cccc3)cc2)c2ccccc21 (configuration not stated)	i	-4.0	i	-1.1	i	i	2.8	i	i	i	1.8
45	Fc1ccccc1Nc1nc2ccccc2n2nnnc12	i	-6.5	i	-1.3	i	i	2.6	i	i	i	1.3
46	CN(C)S(=O)(=O)c1ccc(C(=O)N2CC(=O)Nc3ccc(F)cc3C2c2ccc(F)cc2)cc1 (configuration not stated)	i	-9.7	i	0.2	i	i	-3.3	i	i	i	1.5
47	CCOC(=O)c1cn(CC(=O)Nc2cccc(F)c2)nn1	i	-2.4	i	-0.4	i	i	-5.9	i	i	i	4.3
48	CC1CN(C(=O)CCC(=O)NC2CCN(Cc3ccccc3)CC2)c2ccccc2O1 (configuration not stated)	i	-6.6	i	0.1	i	i	3.9	i	i	i	-1.0
49	CC(Sc1nccn1C)C(=O)c1ccc(Br)cc1 (configuration not stated)	i	-7.5	i	-0.2	i	i	-3.3	i	i	i	3.1
50	COc1ccc(CNC(=O)c2nccnc2CO)cc1	i	-3.9	i	-2.6	i	i	-4.7	i	i	i	-3.2
51	O=C(NC1CCCCC1)C1CCCN(S(=O)(=O)c2ccc(Br)s2)C1 (configuration not stated)	i	-5.3	i	2.1	i	i	1.9	i	i	i	5.2
52	COc1ccc(NC(=O)C(=O)NCCO)cc1Cl	i	-8.5	i	-0.7	i	i	2.7	i	i	i	2.9
53	CCOc1cc(NC(=S)NCc2ccco2)c(OCC)cc1NC(C)=O	i	-7.5	i	1.3	i	i	4.3	i	i	i	2.8
54	Cc1cc(OCC(=O)Nc2ccncc2)cc(C)c1Cl	i	-5.2	i	4.5	i	i	-0.5	i	i	i	-4.3
55	CCCOC(=O)CC1C(=O)NCCN1Cc1cc(OC)cc(OC)c1 (configuration not stated)	i	-11.6	i	-2.2	i	i	3.4	i	i	i	0.5

# The list is partial; the hit share may differ from the screen's.
